# Screens as filed in PubChem BioAssay.
# Luminol counter – quenches luminol chemiluminescence in Nox1 counter-screen; HRP/luminol/H2O2 chemiluminescence counterscreen; inhibition, % at 6.7 µM; 16,000 compounds, 0.4% hits; AID 1823; further: reference of the scale not given here
# PME-1 Maybridge – inhibitors of human PME-1 in Maybridge library | recombinant PME-1, FP-Rh probe fluorescence polarization | inhibition, % at 9 µM | 16,000 compounds, 0.5% hits | AID 2291; in the data active means inhibition above about 30%
# Target sequence (Q9Y570 whole entry, looked up): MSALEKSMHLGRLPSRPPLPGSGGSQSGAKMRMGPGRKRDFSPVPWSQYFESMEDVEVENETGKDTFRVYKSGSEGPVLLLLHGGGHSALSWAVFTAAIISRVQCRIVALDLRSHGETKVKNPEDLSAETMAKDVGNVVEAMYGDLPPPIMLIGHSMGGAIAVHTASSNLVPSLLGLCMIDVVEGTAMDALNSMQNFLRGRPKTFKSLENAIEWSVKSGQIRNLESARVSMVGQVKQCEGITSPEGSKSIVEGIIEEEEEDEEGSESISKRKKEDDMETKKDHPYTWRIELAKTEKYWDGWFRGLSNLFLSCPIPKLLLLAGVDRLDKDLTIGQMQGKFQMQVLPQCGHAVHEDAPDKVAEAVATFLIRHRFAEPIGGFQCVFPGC
# S1P1 ag – S1P1 (human) receptor agonism; P21453; S1P1 agonist cell-based reporter assay; activation, % at 4.5 µM; 16,000 compounds, 1.5% hits; AID 1044; in the data active means activation above about 80%
# Target sequence (P21453 whole entry, looked up): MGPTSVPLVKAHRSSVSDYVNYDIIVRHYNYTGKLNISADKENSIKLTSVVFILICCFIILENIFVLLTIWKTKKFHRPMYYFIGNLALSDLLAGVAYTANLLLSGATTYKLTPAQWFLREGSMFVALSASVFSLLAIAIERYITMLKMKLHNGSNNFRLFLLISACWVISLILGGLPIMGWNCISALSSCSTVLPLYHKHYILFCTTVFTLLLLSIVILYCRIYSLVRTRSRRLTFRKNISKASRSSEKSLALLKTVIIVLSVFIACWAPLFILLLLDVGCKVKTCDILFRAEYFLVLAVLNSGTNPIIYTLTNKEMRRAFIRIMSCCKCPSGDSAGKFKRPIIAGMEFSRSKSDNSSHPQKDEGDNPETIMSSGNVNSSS
# Nox1 inh – blocks human NADPH oxidase 1 activity; Q9Y5S8; HT29 cells, luminol chemiluminescence ROS; inhibition, % at 6.7 µM; 16,000 compounds, 0.81% hits; AID 1792
# rat GALR2 agon – GALR2 (rat) receptor agonism. O08726. cell-based GALR2 agonist screen. activation, % at 10 µM. 16,000 compounds, 0.5% hits. AID 833; in the data active means activation above about 15%
# TLR4 MyD88 blk – blocks binding of human TLR4 to MyD88; O00206; Cell-based TLR4-MyD88 binding inhibition assay; inhibition, % at 10 µM; 16,000 compounds, 0.06% hits; in the data active means inhibition above about 45%
# KOR antag MB – blocks the human kappa opioid receptor, Maybridge compounds; 16,000 compounds, 0.4% hits; inhibition, % at 9 µM; P41145; AID 652031; OPRK1 cells, antagonist mode, fluorescence readout; in the data active means inhibition above about 50%
# NOTCH ag – activates NOTCH signaling in reporter cells. NOTCH signaling luciferase reporter cells, luminescence. activation, % at 2.5 µM. 15,000 compounds, 0.4% hits. AID 434982; in the data active means activation above about 2.2%
# * hit, by the source's call; / = not tested or not shown. Unless noted, no stated cut-off is given here; in the data, active means inhibition above about 75%; inactive means the rest.
# Results follow in this order: Luminol counter, PME-1 Maybridge, S1P1 ag, Nox1 inh, rat GALR2 agon, TLR4 MyD88 blk, KOR antag MB, NOTCH ag
- N#C/C(=C\Nc1ccc2c(c1)OCCO2)S(=O)(=O)c1cccs1
    -17.3, 10.6, 1.0, -11.8, -6.2, -12.6, -4.1, -0.4
- Cc1cc(/C(N)=N/OC(=O)c2ccno2)no1
    3.7, 12.5, 6.0, 7.7, -8.6, 11.5, 11.7, -0.4
- COc1ccc(CCN2C(=O)CSC2=Nc2ccc(C(C)C)cc2)cc1OC
    3.9, -1.7, 108.2*, -20.8, -8.1, -0.8, -55.8, -1.2
- CC(=O)/C(C=Nc1cc(C)on1)=C(\C)O
    3.8, -0.1, -11.7, -41.4, -9.4, -3.3, 10.6, -0.5
- CCOC(=O)c1cnn(-c2ccc(NS(=O)(=O)c3ccc(Cl)cc3)cc2)c1C(F)(F)F
    6.0, 0.5, 19.5, 12.8, -6.3, -6.3, -14.4, -0.1
- Cc1c(Cc2c(Cl)cccc2Cl)c(=O)oc2cc(O)ccc12
    -36.1, 32.8*, 49.0, -102.3, -8.7, -3.5, 1.3, -0.4
- O=C(OCc1cc(F)cc(F)c1)c1c(F)cccc1F
    -0.8, 2.0, -1.6, 4.2, -6.9, -0.8, -4.7, /
- CCOC(=O)c1cc(C)nc(Sc2ccccc2NC(=O)Nc2ccc(Cl)cc2)c1C#N
    -4.3, 25.2, -5.6, 34.3, -9.3, -8.1, -9.6, 0.1
- CC(C)(C)c1cc(C(=O)Oc2cccnc2)cc(C(=O)Oc2cccnc2)c1
    -0.7, 0.5, -13.0, -33.3, -4.9, 3.7, 10.7, -0.4
- CCc1c(O)c(-c2ccccc2)c(=O)n(-c2ccccc2)c1-c1ccccc1
    -3.6, 8.0, -0.3, 16.0, 0.6, -2.3, -0.5, 0.7
- CCc1ccccc1Cn1c(=O)oc2cccnc21
    -2.1, -2.6, 5.5, -9.2, -2.4, 5.6, 5.8, 0.7
- COC(=O)c1cccc(NC(=S)NC(C)C)c1
    0.9, 0.2, -2.8, -43.4, -4.4, -6.5, 16.4, -0.1
- C/C(=N\NC(=S)NC(C)(C)C)c1ccc(Oc2c(Cl)cncc2Cl)cc1
    1.7, 0.4, 4.3, -15.5, -7.9, -3.4, -34.0, -0.3
- Clc1ccc(SCc2nn[nH]n2)cc1
    -0.1, -1.5, -13.7, -54.0, -3.6, 0.4, -9.9, 0.2
- CCOC(=O)C1CCN(Cc2cccc(NC(=O)c3ccco3)c2)CC1
    0.2, 2.9, -11.3, -85.0, -4.9, 0.9, 55.6*, -0.4
- Cc1nn(S(=O)(=O)c2ccc(-c3ccccn3)s2)c(C)c1Br
    -2.6, 6.3, 6.0, 0.4, -3.9, -3.7, -3.5, -5.7
- COCCCn1c(=S)[nH]c2ccccc2c1=O
    0.4, 0.4, -14.7, -37.9, -4.2, -1.7, -23.5, 0.0
- Nc1ccccc1Sc1cc(C(F)(F)F)cc([N+](=O)[O-])c1Sc1ccccc1N
    1.6, 6.8, -3.2, -19.9, -5.8, -3.3, -24.8, -0.5
- O=C(Cc1ccc(O)cc1)NCCNC(=S)NCc1ccccc1
    -27.3, 5.7, 0.8, 7.8, -2.6, 0.5, 1.7, -0.5
- Cc1ccc(C)n1-c1ccc(S(N)(=O)=O)cc1
    3.2, -5.4, 20.2, -81.0, -3.0, 4.8, 18.8, -0.2
- O=c1[nH]nc(CSc2ccc(Cl)cc2)c2ccccc12
    -0.4, -4.4, -0.8, -56.5, -6.5, -7.2, -16.2, -0.2
- COc1ccc(OC)c(S(=O)(=O)NCc2ccco2)c1
    -4.4, 5.0, -3.3, 9.0, -3.5, -4.6, 1.4, 0.0
- FC(F)(F)C1(C(F)(F)F)N=C(c2cccnc2)OC(N2CCOCC2)=N1
    1.7, 7.7, -26.6, -73.0, 1.9, -2.8, -2.0, -0.1
- O=C(Oc1ccc(Cl)cc1Cl)c1cccnc1SCCS(=O)(=O)c1ccccc1
    -9.2, -2.0, -1.5, 9.4, -1.2, 5.6, -3.1, -0.4
- N=c1c(C(N)=O)cc2c(=O)n3ccccc3nc2n1Cc1ccco1
    -4.5, 3.9, -11.8, -8.8, -6.3, -3.9, 11.0, -0.4
- Cc1c(/C=C(/C#N)S(=O)(=O)c2ccc(Cl)cc2)sc2ccc(Cl)cc12
    1.9, -13.2, -15.1, -26.5, -4.8, -2.7, 8.2, -0.4
- CC1(C)CC(=O)C=C(OC(=O)c2ccc(Cl)cc2)C1
    -2.2, 2.6, -24.5, 11.3, 0.4, 2.3, -11.4, -0.2
- O=S(=O)(Nc1cc(C(F)(F)F)cc(C(F)(F)F)c1)c1ccccn1
    2.5, -5.4, 3.6, -79.0, -7.6, 11.5, 14.9, -1.4
- Fc1ccc(Cn2c3ccccc3c3nn4cnnc4nc32)cc1
    4.7, 0.1, -13.3, -62.2, 3.3, 0.3, -23.8, -0.1
- CCOC(=O)c1c(N)n(-c2ccc(Cl)cc2)c2nc3ccccc3nc12
    3.4, -3.4, -11.3, -21.7, -6.3, 0.9, 17.4, 0.3
- CCOC(CN(c1ccc(F)cc1)S(=O)(=O)c1cc(Cl)cc(Cl)c1)OCC
    2.4, -2.1, 74.5, -77.9, -12.4, 3.9, -15.2, -0.7
- C/C=C/C=N/NC(=O)N/N=C/C=C/C
    -3.3, 3.4, -10.4, 5.3, -7.2, -6.1, 23.5, 3.0*
- Cn1nccc1NC=C(C#N)C#N
    2.6, 1.7, -3.2, -37.0, -3.3, -5.0, -3.8, -0.3
- Cc1cccnc1/N=C/c1cc(Cl)cc(Cl)c1O
    4.3, -3.1, -18.3, -21.1, -6.6, -5.8, -3.8, 1.3
- COc1ccccc1C1CCN(C(=O)CSc2nnc(N)s2)CC1
    -6.4, 5.3, 4.3, 8.9, -7.4, -14.9, 16.3, -1.6
- Cc1noc(C)c1S(=O)(=O)Nc1cc(C(F)(F)F)ccc1N1CCOCC1
    2.2, -1.0, -1.8, -27.7, -7.1, 3.2, 5.5, -0.4
- FC(F)(F)c1cnc2c(c1)[nH]c(=S)n2-c1ccc(Cl)cc1
    2.0, 2.5, 22.8, -21.2, -7.1, 4.8, -1.9, 0.1
- N/C(=N\NC(=O)Nc1ccc(Cl)cc1)c1ccc(C(F)(F)F)cn1
    3.3, -1.4, 3.8, -47.9, 6.8, -13.1, 6.1, -0.4
- O=C(NCCSC1=NCCN1)c1cccnc1Oc1ccccc1
    -7.0, -1.0, -14.3, 4.0, -5.7, -1.4, 7.4, -0.1
- CCOC(=O)NC(=S)c1ccc(OC)cc1
    10.9, -1.4, -0.2, -74.4, -6.8, 8.0, 0.4, -0.6

# Arranged by the number under rat GALR2 agon (largest number first): three from the list above.
molecule	PME-1 Maybridge	S1P1 ag	Nox1 inh	rat GALR2 agon	TLR4 MyD88 blk	KOR antag MB	NOTCH ag
CC1(C)CC(=O)C=C(OC(=O)c2ccc(Cl)cc2)C1	2.6	-24.5	11.3	0.4	2.3	-11.4	-0.2
Cc1c(/C=C(/C#N)S(=O)(=O)c2ccc(Cl)cc2)sc2ccc(Cl)cc12	-13.2	-15.1	-26.5	-4.8	-2.7	8.2	-0.4
COc1ccccc1C1CCN(C(=O)CSc2nnc(N)s2)CC1	5.3	4.3	8.9	-7.4	-14.9	16.3	-1.6

# An excerpt from above in order of SMILES length, low to high.
# Results follow in this order: Luminol counter, PME-1 Maybridge, S1P1 ag, Nox1 inh, rat GALR2 agon, TLR4 MyD88 blk, KOR antag MB, NOTCH ag
- C/C=C/C=N/NC(=O)N/N=C/C=C/C
    -3.3, 3.4, -10.4, 5.3, -7.2, -6.1, 23.5, 3.0*
- COc1ccccc1C1CCN(C(=O)CSc2nnc(N)s2)CC1
    -6.4, 5.3, 4.3, 8.9, -7.4, -14.9, 16.3, -1.6
- FC(F)(F)c1cnc2c(c1)[nH]c(=S)n2-c1ccc(Cl)cc1
    2.0, 2.5, 22.8, -21.2, -7.1, 4.8, -1.9, 0.1
- N/C(=N\NC(=O)Nc1ccc(Cl)cc1)c1ccc(C(F)(F)F)cn1
    3.3, -1.4, 3.8, -47.9, 6.8, -13.1, 6.1, -0.4
- Cc1noc(C)c1S(=O)(=O)Nc1cc(C(F)(F)F)ccc1N1CCOCC1
    2.2, -1.0, -1.8, -27.7, -7.1, 3.2, 5.5, -0.4

# Next section
# Results follow in this order: Luminol counter, PME-1 Maybridge, S1P1 ag, Nox1 inh, rat GALR2 agon, TLR4 MyD88 blk, KOR antag MB, NOTCH ag
- Clc1ccc(-c2noc(-c3cn[nH]c3-c3ccccc3)n2)cc1
    -2.8, -10.2, -2.7, 10.6, -4.5, -4.8, -14.1, 0.6
- Cc1ccc(N=Cc2ccc(N(C)C)cc2)cc1C
    -6.6, 0.0, -14.7, -33.3, -6.1, 7.5, -4.0, -0.6
- CNC(=S)N[C@H]1[C@H](OC)O[C@H](COC(C)=O)[C@@H](OC(C)=O)[C@@H]1OC(C)=O
    4.3, -3.3, 4.5, -35.2, -5.5, 1.2, 15.8, -0.2
- N#Cc1ccc(SCCO)c([N+](=O)[O-])c1
    2.5, 0.5, 23.9, -32.6, -0.6, 7.5, 10.6, -1.4
- O=[N+]([O-])c1ccc2oc(C(O)c3ccc(-c4ccccc4)cc3)cc2c1 (stereo not drawn)
    -1.1, -42.3, 9.2, -19.5, -3.6, 4.7, -3.2, -0.1
- COC(=C(C#N)C#N)c1c(-c2ccccc2)noc1C
    -5.0, 2.9, -16.4, -14.2, -5.3, -3.5, 18.1, -0.3
- COC(=O)c1sccc1S(=O)(=O)N1CCN(c2ncnc3c(C)csc23)CC1
    2.2, -1.3, 4.0, -66.2, -7.4, 3.9, 10.1, -0.6
- Cc1nc(CSc2n[nH]c(-c3ccc(C(C)(C)C)cc3)n2)cs1
    3.3, -5.6, -3.5, 15.8, -8.1, 8.3, -1.5, -0.9
- O=C1c2ccccc2NC(c2cccs2)N1CCCN1CCOCC1 (stereo not drawn)
    -0.8, 1.4, -5.3, 2.4, -6.3, 0.2, 1.4, -0.1
- COc1cc(NC(=S)NNC(=O)c2ccc([N+](=O)[O-])cc2)c(OC)cc1Cl
    7.1, 21.6, 24.0, -94.6, -7.3, 9.3, 6.6, 1.8
- O=C(/C=C/Sc1ccc(Cl)cc1)c1cccs1
    -7.2, 9.0, -12.6, 28.6, -10.7, -7.0, 5.7, 0.2
- CCN=c1cc(N)n(CC)c2sc(C(=O)OCC)c(N)c12
    4.9, -1.1, 5.1, -11.1, -9.9, 4.6, 4.1, 0.2
- c1ccc(-c2cc3c(N4CCc5ccccc54)ncnc3s2)cc1
    -7.2, -7.8, 5.2, 21.2, -7.9, -14.0, 16.4, -1.2
- CN=C(C)/C(C(=O)OC)=C(/O)c1snnc1C
    -0.7, -2.4, -6.8, 0.0, -3.1, 3.2, 3.1, 0.3
- CSC1=C(C#N)C(O)(c2cccs2)N=C(C(F)(F)F)N1 (stereo not drawn)
    -6.5, 7.4, -7.3, 6.5, -8.4, 2.0, 2.8, -0.2
- CCOC(=O)c1cc(Cl)c(NC(=O)c2ccc([N+](=O)[O-])cc2)c(Cl)c1
    1.4, -2.7, 6.9, -20.5, -7.4, -1.3, 12.8, -0.5
- CCOC(=O)c1csc(Nc2ccncc2)n1
    1.8, 1.1, -1.5, -28.6, -5.4, 9.7, 11.3, -0.5
- Cc1noc(/C=C/c2cc(Cl)cc(Cl)c2)c1[N+](=O)[O-]
    7.3, -0.6, 10.0, -24.0, -3.5, -1.4, -16.2, -0.5
- N#Cc1cnc(N2CCCC2)nc1N
    0.8, 2.2, -23.2, -68.3, -3.2, -0.4, 7.5, -0.1
- O=C1CNC(=O)c2ccccc2N1
    0.2, -1.7, -14.3, -10.6, -9.2, 3.7, -0.8, -0.5
- O=C(NC1CCN(C(=O)c2ccco2)CC1)C1CCC1
    -2.9, -0.7, -3.4, -3.7, -7.2, 0.5, 7.0, -0.2
- CCn1c2ccccc2c2cc(N3C(=O)C=CC3=O)ccc21
    3.2, -23.6, 110.3*, -6.1, -9.0, 19.2, -0.5, -0.8
- CC(=O)c1cc2c(s1)SCC(=O)N2
    1.8, 1.6, 1.5, -25.6, -7.8, 2.1, -6.7, -0.5
- N/C(=N\OC(=O)N1CCOCC1)c1cccc(C(F)(F)F)c1
    2.9, -4.1, 18.9, -45.3, -2.8, 6.2, 0.0, -0.5
- O=C(O)CSCC(=O)NCc1ccc(-c2cccs2)s1
    1.8, 0.5, -4.7, -50.7, -4.8, 4.1, 6.7, -0.8
- CC(=O)NC1=NN(C(C)=O)C(c2ccccc2)S1 (stereo not drawn)
    -5.2, 5.9, 10.3, 33.3, -2.7, -163.3, 4.6, -0.6
- COc1cc(CCC(=O)O)cc(OC)c1OC
    3.7, -2.9, -10.1, -43.2, -6.1, -1.3, -8.8, 0.0
- N#Cc1ccc(C#CCOC(=O)c2cccs2)cc1
    2.0, 0.7, 4.1, -14.3, -8.1, 7.5, -11.7, -0.3
- CC(C)/C(=N/NC(=O)c1ccc(Cl)cc1)C(=O)O
    1.2, 3.0, 3.3, 2.8, -5.0, 1.7, 17.9, -0.4
- CC(=O)Nc1ccccc1OCCN(Cc1ccccc1)C(=S)NCCC1=CCCCC1
    2.0, 7.4, -0.2, -52.1, -1.7, 5.9, 11.1, -0.2
- CN(C)c1ccc(/C=C/c2ccccc2)cc1
    -24.9, 8.3, 5.6, 55.1, 4.1, -14.6, 4.7, -0.3
